SSB-PriA inh: blocks PriA binding to SSB C-terminal tail | AlphaScreen SSBct-PriA binding, biotinylated peptide | inhibition, % at 33 µM | 0.6% of 430,000 active | AID 1272365; in the data active means inhibition mostly above about 37%, no sharp cut-off; inactive means mostly below about 20%;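 further: plate controls were negative control peptide for no effect and reference peptide for full effect; strong numbers were not always called active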
An asterisk follows results filed as active; & = joins results of further samples. An excerpt, so the mix of outcomes need not match the whole.

CCOc1cccc2cc(C(=O)Nc3sccc3-c3nc4ccccc4s3)oc12
  SSB-PriA inh: 0
COC(=O)c1ccc(-c2csc(NC(=O)c3ccc(C(=O)c4ccccc4)cc3)n2)cc1
  SSB-PriA inh: -12
CCCCOc1ccc(C=NNC(=O)c2nnn(-c3nonc3N)c2CN2CCCCCC2)cc1
  SSB-PriA inh: -10
CCCOc1ccc(S(=O)(=O)Nc2ncccc2C)c2ccccc12
  SSB-PriA inh: 4
O=C(CSc1ncc(-c2ccccc2)[nH]1)N1CCCc2ccccc21
  SSB-PriA inh: 39*
CS(=O)(=O)N1CC(C(=O)Nc2ccc(Br)cc2F)C1
  SSB-PriA inh: -7
O=C(c1ccc(F)cc1)N1CCN(c2ccc3nnc(-c4ccco4)n3n2)CC1
  SSB-PriA inh: -2
O=C(NCc1nn(C2CCCC2)c(=O)c2ccccc12)c1ccc(F)cc1F
  SSB-PriA inh: -13
Cc1cc(C)cc(OCCNS(=O)(=O)c2ccc(F)c(Cl)c2)c1
  SSB-PriA inh: -36
O=C(CN1CCOCC1)Nc1ccc(Cl)cc1C(=O)c1ccccc1
  SSB-PriA inh: -3
Cc1cc(OC2CN(S(=O)(=O)c3c(C)noc3C)C2)cc(=O)o1
  SSB-PriA inh: -4
COc1ccc(-n2c(O)c(C=CC=Nc3ccccc3)c(=O)[nH]c2=O)cc1
  SSB-PriA inh: -2
O=C(CSc1nnc(C2COc3ccccc3O2)o1)Nc1nc(-c2ccccc2)cs1 (stereo not given)
  SSB-PriA inh: -17
CCCOc1ccc(S(=O)(=O)Nc2ccc3c(c2)CCCN3C(=O)CC)cc1C
  SSB-PriA inh: 1
COc1ccccc1-c1ccc(N2CCN(S(=O)(=O)c3ccccc3Cl)CC2)nn1
  SSB-PriA inh: -1&6

Four of these compounds, set out differently:
Compound	SSB-PriA inh
Cc1cc(C)cc(OCCNS(=O)(=O)c2ccc(F)c(Cl)c2)c1	-36
O=C(CN1CCOCC1)Nc1ccc(Cl)cc1C(=O)c1ccccc1	-3
Cc1cc(OC2CN(S(=O)(=O)c3c(C)noc3C)C2)cc(=O)o1	-4
COc1ccc(-n2c(O)c(C=CC=Nc3ccccc3)c(=O)[nH]c2=O)cc1	-2

(next part)
O=C(Cn1nc(-c2ccc(Cl)cc2)ccc1=O)Nc1ccc2c(c1)OCCO2
  SSB-PriA inh: -1
CC(=NNC(=O)CN1CCN(Cc2ccccc2)CC1)c1cccs1
  SSB-PriA inh: -10
CN(C)N=Cc1cc(Cl)cc([N+](=O)[O-])c1O
  SSB-PriA inh: 9
CC1=C(C(=O)Nc2ccccn2)C(c2ccccc2OCc2ccccc2)NC(=S)N1 (stereo not given)
  SSB-PriA inh: 16
CN1C(=O)c2cccc(NC(=O)c3cccc(Cl)c3)c2C1=O
  SSB-PriA inh: -7
COc1ccc(-c2ccc(N3CCN(S(=O)(=O)c4ccc(F)c(C)c4)CC3)nn2)cc1
  SSB-PriA inh: -9
CCNC(=S)NN=Cc1cccs1
  SSB-PriA inh: -5
COc1cc(NC(=O)N2CCN(Cc3cnc4ccccn34)CC2)cc(OC)c1
  SSB-PriA inh: -8
CC(Cn1cnc([N+](=O)[O-])n1)=NNC(=O)COc1ccccc1Cl
  SSB-PriA inh: -9
COc1ccc(C(C)=O)cc1C
  SSB-PriA inh: 0
Cc1ncn(CC(=O)NC2CCC(Oc3ccccn3)CC2)c(=O)c1C (stereo not given)
  SSB-PriA inh: -15
O=C(O)CC1C(=O)NCCN1Cc1cccc(C(F)(F)F)c1 (stereo not given)
  SSB-PriA inh: -2
N#CC(=NO)c1nc(-c2ccc(F)cc2)cs1
  SSB-PriA inh: -9
O=C(N[C@H](c1cccnc1)C1CCOCC1)c1cccc(OC(F)(F)F)c1
  SSB-PriA inh: -14
Brc1cc(I)ccn1
  SSB-PriA inh: -7

The final 3 compounds of the section above are carried over, then new ones follow:
N#CC(=NO)c1nc(-c2ccc(F)cc2)cs1
  SSB-PriA inh: -9
O=C(N[C@H](c1cccnc1)C1CCOCC1)c1cccc(OC(F)(F)F)c1
  SSB-PriA inh: -14
Brc1cc(I)ccn1
  SSB-PriA inh: -7
COc1ccc(S(=O)(=O)ON=C2CCSc3ccc(C)cc32)cc1
  SSB-PriA inh: -4
O=C(Cc1c(F)cccc1Cl)NCCc1ccoc1
  SSB-PriA inh: -9
CCN(C(=O)Cn1cnc(-c2ccc(F)cc2)cc1=O)c1ccccc1
  SSB-PriA inh: -1
Cc1cc(C(=O)N2CCN(C(=O)c3cnn4c3CCCC4)CC2)c(C)o1
  SSB-PriA inh: -12
O=C(CCSc1ccccc1)N1CCC(Oc2cccnn2)CC1
  SSB-PriA inh: -12
CCC(=O)Nc1ccc(S(=O)(=O)NCC2CCN(c3ccc(C)nn3)CC2)c(C)c1
  SSB-PriA inh: -11
COc1ccc(S(=O)(=O)N2CCCC2C(N)=O)cc1 (stereo not given)
  SSB-PriA inh: -14
Oc1ccc(-c2[nH]ncc2Oc2ccccc2)c(O)c1O
  SSB-PriA inh: 37
COC(=O)CSC1CCN(C(=O)Cc2ccc(NC(C)=O)cc2)C1 (stereo not given)
  SSB-PriA inh: -3
CCOC(=O)CC1C(=O)NCCN1CC(c1ccccc1)c1ccccc1 (stereo not given)
  SSB-PriA inh: -10
O=S(=O)(Cc1ccccc1)NCCOc1ccc(F)cc1
  SSB-PriA inh: -5
COCCN(Cc1ccncc1)S(=O)(=O)Cc1ccc(C(F)(F)F)cc1
  SSB-PriA inh: -9
Cc1nnc(NC(=O)CSc2ccc(NC(=O)c3ccco3)nn2)s1
  SSB-PriA inh: -10&-5
Cc1cc(OC2CCN(C(=O)C3CC(=O)N(c4ccc(C)c(C)c4)C3)CC2)cc(=O)o1 (stereo not given)
  SSB-PriA inh: 5
CN(C)CCCN(C(=O)CN1C(=O)c2ccccc2C1=O)c1nc2c(Cl)cccc2s1
  SSB-PriA inh: 17

The final 6 entries of the section above lead into the next.
CCOC(=O)CC1C(=O)NCCN1CC(c1ccccc1)c1ccccc1 (stereo not given)
  SSB-PriA inh: -10
O=S(=O)(Cc1ccccc1)NCCOc1ccc(F)cc1
  SSB-PriA inh: -5
COCCN(Cc1ccncc1)S(=O)(=O)Cc1ccc(C(F)(F)F)cc1
  SSB-PriA inh: -9
Cc1nnc(NC(=O)CSc2ccc(NC(=O)c3ccco3)nn2)s1
  SSB-PriA inh: -10&-5
Cc1cc(OC2CCN(C(=O)C3CC(=O)N(c4ccc(C)c(C)c4)C3)CC2)cc(=O)o1 (stereo not given)
  SSB-PriA inh: 5
CN(C)CCCN(C(=O)CN1C(=O)c2ccccc2C1=O)c1nc2c(Cl)cccc2s1
  SSB-PriA inh: 17
CN1CCOc2ccc(NC(=O)N3CCNC3=O)cc2C1=O
  SSB-PriA inh: -6
CC(=NNC(=O)C1(C)CC1(Br)Br)c1ccc([N+](=O)[O-])cc1 (stereo not given)
  SSB-PriA inh: 7
CC(C)(C)C(=O)Oc1ccc2c(-c3cc4ccccc4oc3=O)cc(=O)oc2c1
  SSB-PriA inh: -6
Cc1cc(-c2nnc(NC(=O)c3nc4ccccc4s3)o2)n(C)n1
  SSB-PriA inh: -3
CN(CC(=O)O)c1nc2ccc(OC(F)(F)F)cc2s1
  SSB-PriA inh: 7
COc1cc(C)c(C(C)C)cc1S(=O)(=O)NCc1ccco1
  SSB-PriA inh: 1
O=S(=O)(Nc1ccncc1)c1cccc(C(F)(F)F)c1
  SSB-PriA inh: -3
CC(C)CNC(=O)Cc1csc(Nc2ccc(OC(F)(F)F)cc2)n1
  SSB-PriA inh: -25
NCCn1ncc2c(N3CCN(c4ccccc4)CC3)ncnc21
  SSB-PriA inh: -2
Cn1c(N2CCN(C(=O)Nc3ccc(Cl)c(Cl)c3)CC2)nc2ccccc21
  SSB-PriA inh: -19
COc1ccc(Cl)cc1C(=O)Nc1ccc(Nc2cc(-n3cccn3)ncn2)cc1
  SSB-PriA inh: -10
Cc1ccc(C(=O)N2CCN(c3ccc(-n4cccn4)nn3)CC2)cc1C
  SSB-PriA inh: -3
O=C(Nc1ccc(S(=O)(=O)Nc2cncs2)cc1)c1ccc(-c2cccc([N+](=O)[O-])c2)o1
  SSB-PriA inh: 15
COC[C@@](C)(O)CNC(=O)Cc1c(F)cccc1Cl
  SSB-PriA inh: 1
CCSc1ccc(C(=O)N2CCNC(=O)C2(C)C)cc1
  SSB-PriA inh: -7

COc1ccc(Cl)cc1NC(=O)N1CCC2(CC1)OCCN2S(=O)(=O)c1cccs1
  SSB-PriA inh: 2
CN(C)C(CNC(=O)C(=O)NCc1ccc2c(c1)OCO2)c1cccc2ccccc12 (stereo not given)
  SSB-PriA inh: -10
CSc1ccccc1C(=O)NC[C@@](O)(c1cccs1)C1CC1
  SSB-PriA inh: -7
COc1ccccc1NC(=O)c1ccc(CNS(=O)(=O)c2cccc(Cl)c2)cc1
  SSB-PriA inh: -15&2
O=C(/C=C/c1ccc(-c2ccc(Br)cc2)o1)Nc1nccs1
  SSB-PriA inh: -6
CN1CCC(CNC(=O)c2cccc3ccccc23)CC1
  SSB-PriA inh: 4
O=C(Nc1cnc2sccn2c1=O)c1ccc(F)cc1
  SSB-PriA inh: 6
O=C(O)c1cc(-c2ccc3c(c2)OCO3)n[nH]1
  SSB-PriA inh: 6
O=C1NC(=O)C(Nc2ccc(F)cc2)S1 (stereo not given)
  SSB-PriA inh: -4
Cc1c(NC(=S)NN=Cc2ccc(O)cc2)c(=O)n(-c2ccccc2)n1C
  SSB-PriA inh: -3
CCOC(=O)C1=C(C)CC(=NNC(=O)c2ccccc2O)CC1
  SSB-PriA inh: 0
Cn1cc(S(=O)(=O)N2CCCN(C(=O)c3ccsc3)CC2)cn1
  SSB-PriA inh: -7
N#CCS(=O)(=O)c1ccc2c(c1)OCCO2
  SSB-PriA inh: -9
O=C(/C=C/c1cccs1)Nc1nnc(-c2ccc(Cl)cc2)o1
  SSB-PriA inh: -12
CC(C)c1cc(=O)[nH]c(-n2nc(-c3cccs3)cc2NC(=O)/C=C\c2ccc3c(c2)OCO3)n1
  SSB-PriA inh: -19

CCS(=O)(=O)c1ccccc1C(=O)Nc1sc(-c2ccccc2)cc1C(N)=O
  SSB-PriA inh: 5
COCC(=O)N1CCCc2ccc(NS(=O)(=O)c3cccs3)cc21
  SSB-PriA inh: -13&-12
COc1ccc2c(C)cc(SCC(=O)c3ccc(F)cc3)nc2c1
  SSB-PriA inh: -6
O=C(O)c1cc(S(=O)(=O)Nc2ccccc2C(=O)O)ccc1Br
  SSB-PriA inh: -5
Cc1cc(NC(=O)C(=O)NCc2c(F)cccc2F)c2ccccc2n1
  SSB-PriA inh: 11
CC(=O)Nc1ccc(NC(=O)Cn2cnc3c(-c4ccc(Cl)cc4)csc3c2=O)cc1
  SSB-PriA inh: -9
COc1cccc(-c2cc(C(=O)N3CC(c4nc(-c5ccco5)no4)C3)[nH]n2)c1
  SSB-PriA inh: -16
O=C(NCc1csc2ncnn12)[C@@H]1CCCN1c1nc2ccccc2o1
  SSB-PriA inh: -8
CC1(C)CC(=O)C(C=Nc2ccccn2)=C(O)C1
  SSB-PriA inh: 2
Cc1cc(C)n2nc(C(=O)NCc3sc4nc(-c5ccc(F)cc5)cn4c3C)nc2n1
  SSB-PriA inh: 10
CCCCc1ccc(S(=O)(=O)c2cnc(SCC(=O)Nc3ccc(OC)cc3)[nH]c2=O)cc1
  SSB-PriA inh: -19
COC(=O)c1ccc(C=NN2CCN(Cc3ccccc3)CC2)cc1
  SSB-PriA inh: -6
Cc1cc2ncc3c(n2n1)CCN(C(=O)c1cnccn1)C3
  SSB-PriA inh: -12
CCc1nnc2ccc(N3CCN(S(=O)(=O)c4ccc(Cl)cc4)CC3)nn12
  SSB-PriA inh: -5
CN1CCOc2ccc(NC(=O)c3ccccn3)cc2C1=O
  SSB-PriA inh: -9

Copied from the list.
CN1CCOc2ccc(NC(=O)c3ccccn3)cc2C1=O in SSB-PriA inh: -9
Cc1cc2ncc3c(n2n1)CCN(C(=O)c1cnccn1)C3 in SSB-PriA inh: -12
CCc1nnc2ccc(N3CCN(S(=O)(=O)c4ccc(Cl)cc4)CC3)nn12 in SSB-PriA inh: -5

Later entries:
N#CCSc1nc(=O)n2ccccc2n1
  SSB-PriA inh: -18&-2
CSc1nc(N)c(NC(=O)c2ccc(F)c(F)c2)c(=O)[nH]1
  SSB-PriA inh: 9
CC(=O)c1ccc2c3c(ccc(-c4ccc5c6c(ccc(C(C)=O)c46)CC5)c13)CC2
  SSB-PriA inh: 14
Cc1cc(NC(=O)Cn2cccc(-c3nc(C4CC4)no3)c2=O)no1
  SSB-PriA inh: 26*
CCCCCCCCOc1ccc(-c2nnc(CCCCCCC)s2)cc1
  SSB-PriA inh: -16&5
O=C(CC1CCCCN1S(=O)(=O)c1ccc(F)cc1)NCc1ccco1 (stereo not given)
  SSB-PriA inh: 16
O=C(NCC#CCOc1cccc(C(F)(F)F)c1)C1COc2ccccc2O1 (stereo not given)
  SSB-PriA inh: -50
COc1ccccc1C=Nn1c(C)nnc1-n1nc(C)cc1C
  SSB-PriA inh: -1
O=C(NN=Cc1c(O)n(CCC2=CCCCC2)c(=S)[nH]c1=O)c1ccccc1
  SSB-PriA inh: 6
Cc1nc(OCC(=O)NCc2cccnc2)cc(-n2cccn2)n1
  SSB-PriA inh: -14
CCOC(=O)N1CCN(C(=O)Cn2cnc(-c3ccccc3)cc2=O)CC1
  SSB-PriA inh: -5&0
Cc1ccc(C)c2sc(N(C)CC(=O)NCc3c(F)cccc3F)nc12
  SSB-PriA inh: -12
CC(=O)c1ccc(OCC(=O)NCc2sc(-c3ccccc3F)nc2C)cc1
  SSB-PriA inh: -7
O=C(CSc1nc(-c2ccc(F)cc2)nc2c1Cc1ccccc1O2)Nc1ccccc1Cl
  SSB-PriA inh: -11
Cc1cc(C)n(-c2ccc(N3CCC(C(=O)Nc4cnc5ccccc5c4)CC3)nn2)n1
  SSB-PriA inh: -8
CCOc1cc(C(=O)Nc2ccc3c(c2)CC(=O)N3)cc(OCC)c1OCC
  SSB-PriA inh: -12
COCCN1CCC(CNC(=O)COc2ccc3ccccc3c2)CC1
  SSB-PriA inh: -3
CC(=O)OC(C(O)=C(C#N)c1nc2ccccc2[nH]1)c1ccccc1 (stereo not given)
  SSB-PriA inh: -4
